From PubChem
E-sel TNF inh: TNF alpha driven E-selectin expression inhibition | inhibition, % at 2 µM | HUVEC TNFa-induced E-selectin immunofluorescence, high content | hit rate 0.71% among 120,000;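 active means inhibition above the batch mean plus 3 SD, and confirmed as a hit on visual image review, cut at about 43% in these data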;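 further: 0% = TNF-stimulated DMSO wells and 100% = unstimulated control wells; not every result past the cut was called active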
An asterisk follows results filed as active. This is a subset (hit frequency here may not be typical).

canonical_smiles	E-sel TNF inh
COc1ccc(-c2nnc(SCC(=O)N(C)C3CCS(=O)(=O)C3)n2N)cc1OC (stereo not given)	30
COc1cc(/C=C2\SC(=Nc3ccc(F)cc3)N(c3ccc(F)cc3)C2=O)ccc1OCC(=O)O	-20
CCOC(=O)CNC(=O)CSc1cc(C)nc2ccc(OC)cc12	-16
O=C(CSc1ccc(-c2ccco2)nn1)Nc1ccccc1	-31
Cc1ccc(OCCn2cnc3cc([N+](=O)[O-])ccc3c2=O)cc1	-24
COC(=O)c1ccccc1NC(=O)CNC(=O)c1ccc(OC)cc1	-14
O=C(CN1CCN(S(=O)(=O)c2ccccc2[N+](=O)[O-])CC1)NC(=O)NCc1ccco1	1
COc1ccc(-c2[nH]ncc2CN(C)C(C)c2ccon2)cc1F (stereo not given)	1
O=[N+]([O-])c1ccccc1Oc1cnc2ccccc2n1	2
Cc1nn(CC(=O)N2CCN(C)CC2)c(=O)c2ccccc12	-12
CCCNC(=O)c1ccc2c(c1)ncn2-c1cc(C)cc(C)c1	-16
NC(=O)c1ccc(NC(=O)Cc2csc(-c3ccccc3)n2)cc1	28
Cc1cccc(NC(=O)c2ccc(S(=O)(=O)N3CCOCC3)cc2)n1	36
COc1cc(SC)ccc1C(=O)N1CCN(c2ccccc2)CC1	6
CSc1ccc(/C=N/N2CCN(Cc3ccccc3)CC2)cc1	-34
Cc1cc(=S)c2cccc(C)c2[nH]1	-15
CCCN1C(=O)S/C(=C\c2ccc(N3CCOCC3)o2)C1=O	0
CCCCCc1ccc(OCCOCCn2c[n+](C)c3ccccc32)c(CCCCC)c1	-24
COc1cc(/C=C2/SC(=Nc3ccc(O)cc3)NC2=O)cc(OC)c1O	-36
O=C(CCN1CCN(CCO)CC1)Nc1ccc(C2CCCC2)cc1	-29
CC1=Nc2ccccc2/C1=C/c1nc(-c2ccc(C)s2)oc1O	8
CN(C)CCCN(C(=O)C1COc2ccccc2O1)c1nc2ccc(F)cc2s1 (stereo not given)	7
CN=c1scc(C)n1/N=C/c1cc(Br)c(O)c(OC)c1	-42
c1ccc(CSc2ccc(-c3cccnc3)nn2)cc1	-12
CC1(C)CC(=O)C/C(=N\NC(=O)CCc2ccc(S(=O)(=O)N3CCOCC3)cc2)C1	-25

Some of the entries so far, as labelled records.
canonical_smiles: CCOC(=O)CNC(=O)CSc1cc(C)nc2ccc(OC)cc12
  E-sel TNF inh: -16

canonical_smiles: O=C(CSc1ccc(-c2ccco2)nn1)Nc1ccccc1
  E-sel TNF inh: -31

Continued:
canonical_smiles	E-sel TNF inh
CC(C)NCc1nnc(-c2ccccc2Cl)o1	-27
COC(=O)C1(C(=O)OC)NOC2C(=O)N(N(C)c3ncc(C(F)(F)F)cc3Cl)C(=O)C21 (stereo not given)	-24
O=c1c(Br)c(N2CCCCC2)cnn1-c1ccccc1	-15
Cc1ccc(C2(c3ccc(C)cc3)CC2C(=O)NCc2cccnc2)cc1 (stereo not given)	-1
Cc1cc(C(=O)CN2C(=O)C(=O)N(C3CCCC3)C2=O)c(C)n1-c1ccc(F)cc1	-19
Cc1cc(SCC(=O)N(C)C2CCS(=O)(=O)C2)nc2c(C)cccc12 (stereo not given)	22
CC(C)c1nc2ccc(Br)cn2c1NC1CCCC1	50
O=C(CCC(=O)NC1CCCCC1)N/N=C/c1ccncc1	-8
C=CCNC(=O)/C(C#N)=C/c1cc(Br)ccc1OC	22
CC(NS(=O)(=O)c1ccccc1)C(=O)NCCc1ccccn1 (stereo not given)	-49
COCCCNCCCCOc1ccc(OCc2ccccc2)cc1	66*
COC(=O)C1CCN(C(=O)c2cc(=O)[nH]c3ccccc23)CC1	-3
CCN1CCN(Cc2c(O)ccc3c2O/C(=C\c2ccc(C)cc2)C3=O)CC1	-23
COC(=O)c1cc(NC(=O)c2ccc(OC)cc2)c(=O)oc1C	14
Cc1cnc(C(=O)OCC(=O)NCc2ccc3c(c2)OCO3)cn1	-35
COCCN(C(=O)c1ccccc1OC1CCN(S(C)(=O)=O)CC1)C(C)C	0
CN(C)S(=O)(=O)c1ccc(C(=O)NCC2(N3CCCCC3)CCCCC2)cc1	13
O=C(COC(=O)Cc1n[nH]c(=O)c2ccccc12)Nc1cccc(C(F)(F)F)c1	-13
COC(=O)c1ccccc1Oc1ccc(NC(=O)C(C)(C)CCl)cc1	55
CCCC(C(=O)NC(C)(C)C)N(C(=O)c1snc(C(N)=O)c1N)c1ccc2c(c1)OCCO2 (stereo not given)	-3
COc1cc(C=O)ccc1OC(=O)c1ccncc1	-31
CC(C)CCNC(=O)C(=O)Nc1ccccc1	-6
Cc1ccc(NC(=S)N(CCCN2CCCC2)Cc2cccn2Cc2ccc(Cl)cc2)cc1C	-8
O=c1c2ccccc2cnn1Cc1cccc(Br)c1	-9
COc1ccc(-c2nn(-c3ccccc3)cc2/C=N/Nc2ccccn2)cc1	9
COc1cc2ncc(S(=O)(=O)c3ccccc3)c(N3CCC4(CC3)OCCO4)c2cc1OC	-5
CC(=O)Nc1cccc(C2=CC(c3ccco3)n3ncnc3N2)c1 (stereo not given)	-40
O=C(OCC(=O)N1CCCCCC1)c1ccc(Cl)c(S(=O)(=O)N2CCCC2)c1	-9
COc1ccc(N2C(=O)C3C(c4ccc(OC)cc4O)NC(Cc4ccccc4)(C(=O)O)C3C2=O)cc1 (stereo not given)	-17
CN(CCO)c1cc(NCCCN2CCC(Cc3ccccc3)CC2)c2nonc2c1[N+](=O)[O-]	-18
CS(=O)(=O)N(CC(=O)NCc1ccncc1)C1CCCCC1	-28
O=C(CNC(=O)c1ccccc1)NC1(C(=O)NC2CCCCC2)CCCCC1	-6
COc1ccc(NC(=O)C(=O)NCC(=O)Nc2cccc(C(F)(F)F)c2)cc1	-8
CCOc1ccc(NC(=O)N2CCC(n3nnc4ccccc43)CC2)cc1	-81
CCOC(=O)c1sc(NC(=O)Cc2c(F)cccc2Cl)nc1C	0
COc1cc(CC(NC(C)=O)C(=O)NC2CCN(C(=O)C3CC3)CC2)cc(OC)c1 (stereo not given)	-32
COCCn1c(=S)[nH]c2cc(C(=O)N3CCc4ccccc4C3)ccc2c1=O	-8
CCn1cc(C(=O)O)c(=O)c2cc(F)c(N3CCN(S(=O)(=O)c4ccc5c(c4)OCCO5)CC3)cc21	-10
C/C(=N\NC(=O)c1ccc(NS(=O)(=O)c2cccs2)cc1)c1ccncc1	-3
O=C(c1cc2cc([N+](=O)[O-])ccc2oc1=O)N1CCOCC1	9
COc1ccc(NS(=O)(=O)c2ccc3c(c2)NC(=O)CO3)cc1	-24
O=[N+]([O-])c1ccc(O)c(/C=N/Nc2nn[nH]n2)c1	-26
O=C(CSc1ncn[nH]1)Nc1ncc(C(F)(F)F)cc1Cl	-5
Cc1cccc(C)c1NC(=O)C1(N(C(=O)c2ccccn2)c2ccc(O)cc2)CCCCC1	-16
COc1cc2c3nnc(-c4ccc(F)cc4)c-3cn(Cc3ccccc3F)c2cc1OC	-50
CN(C)/C=C/C1=CC(=O)CC(C)(C)C1	-18
Cc1ccccc1N(C(=O)Cn1nnc(-c2ccc(F)cc2)n1)C(C(=O)NC(C)(C)C)c1ccncc1 (stereo not given)	-1
CN(CC(=O)Nc1ccccc1F)CC(=O)Nc1ccccc1Br	-10
O=C(Cc1ccc([N+](=O)[O-])cc1)N1CCCc2ccccc21	6
Cc1ccc(C)c(NC(=O)CN(C)C(=O)[C@@H](NC(N)=O)C(C)C)c1	-7

(list continues)
canonical_smiles	E-sel TNF inh
Cc1oc(-c2cccs2)nc1CN1CCN(C2CCCC2)C(CCO)C1 (stereo not given)	-5
Cc1noc(NC(=O)c2ccc(Cl)cc2)c1Cl	-33
Cn1cccc1/C=C1\SC(=O)N(CC(=O)Nc2ccc(F)cc2)C1=O	-11
CC(=O)/C=C(\C)Nc1c(C)n(C)n(-c2ccccc2)c1=O	-9
COc1ccc(-c2[nH]ncc2CN(C)Cc2c(C)n[nH]c2C)c(OC)c1	-17
C#CC(=O)N(c1ccc(OC)cc1OC)C(C(=O)NC1CCCC1)c1cccs1 (stereo not given)	31
CCN=c1scc(C)n1/N=C/c1cc(Br)c(O)c(Br)c1	-26
CC(=O)OC[C@H]1COc2ccc3ccccc3c2[C@H]1N(C)C(C)=O	-23
COc1ccc(COC(=O)Nc2c(SC)nsc2SC)cc1	-10
Cc1ccc(-n2nnc3c(=O)n(Cc4ccccn4)cnc32)cc1C	22
COc1cc(OC)c(NC(=O)c2ccccc2F)cc1Cl	26
N#CC1=C2SC=C(c3ccc(Br)cc3)N2CCCC1=O	9
Cc1ccc(CNC(=O)CC2Nc3c4ccccc4nc(=S)n3C2=O)cc1 (stereo not given)	-2
CCCCN=C1NN=C(c2ccc3c(c2)OCCO3)CS1	8
Cc1cc2cc(C)c(NCCNC(=O)c3cccs3)nc2cc1C	-11
CCOC(=O)C1(Cc2ccc(Cl)cc2)CCN(Cc2ccon2)CC1	1
CCNC(=O)C1CCCN(c2nc(C)cc(C)n2)C1 (stereo not given)	-22
CN(CC(=O)Nc1ccc(N2CCOCC2)cc1)CC(=O)Nc1ccc(C(F)(F)F)cc1	19
O=C(Nc1ccc(N2CCOCC2)cc1)Nc1ccc2nsnc2c1	11
C/C(CC(=O)Nc1cc(C)ccn1)=N\NC(=O)c1ccc(C)cc1	-14
Cc1ccccc1CN1C(=O)c2ccccc2Sc2ccc(C(=O)O)cc21	2
O=C(Nc1ccc(N2CCOCC2)cc1)c1ccccc1SCC(=O)N1CCCC1	-12
COc1cccc(CN2CCC(CO)(CC3CCCCO3)CC2)c1 (stereo not given)	13
Cc1ccc2c(c1)nc(-n1nc(C)cc1C)c1nnnn12	26
O=C1CCCC/C1=C/NCc1ccccc1	24
COc1ccsc1C(=O)Nc1ccc(F)cc1F	10
Cc1ccc(NC(=O)Cn2nnc3ccccc3c2=O)cc1C	-22
COc1ccc(C(C)=O)cc1COC(=O)c1cnc(Cl)c(Cl)c1	-27
CC(OC(=O)c1ccc2c(=O)n3c(nc2c1)CCCCC3)C(N)=O (stereo not given)	1
COc1ccc(N2CCN(c3cc(C)c4ccc(C)cc4n3)CC2)cc1	-15
C=CCOc1ccc(CNc2ccc3[nH]c(=O)[nH]c3c2)cc1OCC	-12
COc1cccc(/C=C(/C(=O)OCC(=O)NCC2CCCO2)c2ccccc2)c1 (stereo not given)	-18
O=C1CCC(C(=O)N2CCCC(C(=O)c3ccc4c5c(cccc35)CC4)C2)=NN1 (stereo not given)	-42
COc1ccc(C2=NN(C(=O)c3cccs3)C(c3ccccc3O)C2)cc1 (stereo not given)	7
COc1ccccc1Nc1nc(C)c(C(=O)Nc2ccccc2)s1	-1
Fc1nc(F)c(F)c(NCCCNc2c(F)c(F)nc(F)c2F)c1F	-2
COc1ccc(N2CCN(C(=O)CN(C)S(=O)(=O)c3ccc4c(c3)c(=O)n(C)c(=O)n4C)CC2)cc1	-26
C/C(=N\NC(=O)OC(C)(C)C)c1ccccc1Br	-8
COC(CNS(=O)(=O)c1cccc2nonc12)OC	25
CCc1cccc(OCC(=O)Nc2ccc(S(=O)(=O)Nc3ccccn3)cc2)c1	-33
Cc1[nH]n(-c2nc(-c3ccc(Cl)cc3)cs2)c(=O)c1N=Nc1ccc(O)cc1	19
Cc1cc(C)n2nc(SCC(N)=O)nc2n1	-30
CCn1nc(C)c(CN2CCN(Cc3cccc(OC)c3)C(CCO)C2)c1C (stereo not given)	8
Cc1ccc(C)c(CSc2ccc3nnc(-c4ccccn4)n3n2)c1	-30
CC(C)(C)Cc1nnc(NC(=O)Cc2cccs2)s1	1
O=C(N/N=C\c1cccs1)c1sccc1-n1cccc1	-18
Cc1ccccc1C(=O)N/N=C1\SCC(=O)N1Cc1ccco1	13
O=C(COC(=O)c1cncc(Br)c1)NCc1ccccc1Cl	-50
O=C(Nc1nn[nH]n1)c1cccc([N+](=O)[O-])c1	4
Cc1ccccc1NC(=S)N/N=C1\CC(C)(C)Oc2ccc(O)cc21	-39

(further entries)
canonical_smiles	E-sel TNF inh
O=C(COC(=O)c1cc(-c2cccc(Br)c2)nc2ccccc12)NCC1CCCO1 (stereo not given)	-44
CCN(CC)P(=O)(Nc1ccc(C)cc1Br)c1ccc(N(C)C)cc1NC(=O)c1ccco1 (stereo not given)	17
Cc1ccc(-n2cc(C(=O)c3ccc(N4CCN(C)CC4)cc3)nn2)cc1Cl	-36
Cn1c(/C=C/c2cccc([N+](=O)[O-])c2)nc2ccccc2c1=O	-15
CCOc1cc(NC(=O)c2ccccn2)c(OCC)cc1NC(=O)c1ccccc1	-10
COC(=O)c1cc(COC(=O)c2nc3nccc(C)n3n2)oc1C	-6
Cc1nc(-c2ccccn2)sc1C(=O)O	-23
CCOC(=O)N1CCN(C(=O)CSc2ccc(-c3cccc(OC)c3)nn2)CC1	3
O=C(Nc1ccc2c(c1)OCO2)Nc1ccc2c(c1)OCO2	-7
O=C(NCc1ccc2c(c1)OCO2)c1ccco1	18
CCn1c(C(C)NC(=O)c2ccc(Cl)cc2)n[nH]c1=S (stereo not given)	3

4 entries from above, as labelled records:
> Cc1ccc2c(c1)nc(-n1nc(C)cc1C)c1nnnn12
- E-sel TNF inh: 26

> COC(=O)c1ccccc1Oc1ccc(NC(=O)C(C)(C)CCl)cc1
- E-sel TNF inh: 55

> COc1cc(/C=C2/SC(=Nc3ccc(O)cc3)NC2=O)cc(OC)c1O
- E-sel TNF inh: -36

> CCCN1C(=O)S/C(=C\c2ccc(N3CCOCC3)o2)C1=O
- E-sel TNF inh: 0
